# Source: PubChem BioAssay
# 14-3-3 PPI: modulators of human 14-3-3 gamma - Raf peptide interaction; AID 422; hit rate 0.19% among 160,000; FP, 14-3-3gamma / TMR-pS259-Raf peptide binding; inhibition, % at 40 µM; P61981; in the data active = inhibition above about 30%;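 note: 0% = protein plus tracer without compound and 100% = blank with tracer alone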
# Target sequence (P61981 whole entry, looked up): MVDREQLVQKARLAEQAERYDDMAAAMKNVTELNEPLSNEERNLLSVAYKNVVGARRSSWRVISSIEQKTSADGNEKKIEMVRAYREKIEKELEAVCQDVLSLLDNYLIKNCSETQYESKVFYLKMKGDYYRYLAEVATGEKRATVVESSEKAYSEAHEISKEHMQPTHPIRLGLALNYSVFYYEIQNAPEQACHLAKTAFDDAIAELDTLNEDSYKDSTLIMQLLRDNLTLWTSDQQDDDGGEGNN
# Active calls of the source: *; & = joins results of further samples. This is a subset; rates above refer to the full screens.
# Start of the listing, in advance:
14-3-3 PPI	mol
-2	O=c1c(-c2ccccc2)[n+]([O-])c2ccccc2n1O
0	Cc1ccc(Cl)cc1N1CCN(C(=O)CCSCc2ccccc2F)CC1
7	CCn1c2ccccc2c2cc(NC(=O)CSc3nnnn3-c3ccccc3)ccc21
-18	Cc1cccc(NS(=O)(=O)c2ccc3c(c2)CCC(=O)N3)c1C
-7	COc1ccc(C2N(c3ccc(Cl)cc3)C(=O)C3CCCN32)cc1 (stereo not drawn)
-2	CN(C)c1ccnc2sc(C(=O)NCc3ccccc3)c(N)c12
-3	c1ccc(-c2cc(-c3nn4c(-c5ccco5)nnc4s3)c3ccccc3n2)cc1
-4	CC1CC(C)CN(S(=O)(=O)c2ccc3[nH]cc(C(=O)NC4CCCCCC4)c(=O)c3c2)C1 (stereo not drawn)
-8	Cn1c(=O)c2c(nc(SCCO)n2Cc2ccc(Cl)cc2)n(C)c1=O
-3	CCC(C)NC(=O)CC1Oc2ccc(C)cc2NC1=O (stereo not drawn)
-5	O=C(COc1ccc2oc(-c3ccccc3)cc(=O)c2c1)NCc1ccco1
0	Cc1sc2nc(SCCC(C)C)nc(N)c2c1C
-6	CCOc1ccccc1CNS(=O)(=O)c1ccc2[nH]c(=O)sc2c1
0	Cc1c(C(=O)N2CCN(c3ccccc3)CC2)sc2ncnc(N3CCc4ccccc4C3)c12
-5	COc1ccc(-n2c(=S)[nH]c3cc(C(=O)N4CCCC4)ccc3c2=O)c(OC)c1
-11	CCc1ccc2oc(=O)cc(CN3CCN(c4ccc(F)cc4)CC3)c2c1
0	Cn1c(=O)[nH]c(=O)c2c1nc(N1CCCCCC1)n2CCN1CCCCCC1
-19	CCCCCOC(=O)C1=C(C)NC2=C(C(=O)CC(C)(C)C2)C1c1ccc(O)c(OC)c1 (stereo not drawn)
-12	Cc1nn2c(C(F)(F)F)c3c(nc2c1-c1ccccc1)CCCC3
-1	CCOc1ccc(-n2c(Cc3ccccc3)nnc2SCc2c(C)noc2C)cc1
-8	O=C(Nc1cccc(-c2nc3ncccc3o2)c1)c1ccc(Cl)cc1

# Main list, repeating the preview:
14-3-3 PPI	mol
-2	O=c1c(-c2ccccc2)[n+]([O-])c2ccccc2n1O
0	Cc1ccc(Cl)cc1N1CCN(C(=O)CCSCc2ccccc2F)CC1
7	CCn1c2ccccc2c2cc(NC(=O)CSc3nnnn3-c3ccccc3)ccc21
-18	Cc1cccc(NS(=O)(=O)c2ccc3c(c2)CCC(=O)N3)c1C
-7	COc1ccc(C2N(c3ccc(Cl)cc3)C(=O)C3CCCN32)cc1 (stereo not drawn)
-2	CN(C)c1ccnc2sc(C(=O)NCc3ccccc3)c(N)c12
-3	c1ccc(-c2cc(-c3nn4c(-c5ccco5)nnc4s3)c3ccccc3n2)cc1
-4	CC1CC(C)CN(S(=O)(=O)c2ccc3[nH]cc(C(=O)NC4CCCCCC4)c(=O)c3c2)C1 (stereo not drawn)
-8	Cn1c(=O)c2c(nc(SCCO)n2Cc2ccc(Cl)cc2)n(C)c1=O
-3	CCC(C)NC(=O)CC1Oc2ccc(C)cc2NC1=O (stereo not drawn)
-5	O=C(COc1ccc2oc(-c3ccccc3)cc(=O)c2c1)NCc1ccco1
0	Cc1sc2nc(SCCC(C)C)nc(N)c2c1C
-6	CCOc1ccccc1CNS(=O)(=O)c1ccc2[nH]c(=O)sc2c1
0	Cc1c(C(=O)N2CCN(c3ccccc3)CC2)sc2ncnc(N3CCc4ccccc4C3)c12
-5	COc1ccc(-n2c(=S)[nH]c3cc(C(=O)N4CCCC4)ccc3c2=O)c(OC)c1
-11	CCc1ccc2oc(=O)cc(CN3CCN(c4ccc(F)cc4)CC3)c2c1
0	Cn1c(=O)[nH]c(=O)c2c1nc(N1CCCCCC1)n2CCN1CCCCCC1
-19	CCCCCOC(=O)C1=C(C)NC2=C(C(=O)CC(C)(C)C2)C1c1ccc(O)c(OC)c1 (stereo not drawn)
-12	Cc1nn2c(C(F)(F)F)c3c(nc2c1-c1ccccc1)CCCC3
-1	CCOc1ccc(-n2c(Cc3ccccc3)nnc2SCc2c(C)noc2C)cc1
-8	O=C(Nc1cccc(-c2nc3ncccc3o2)c1)c1ccc(Cl)cc1
3	CCCCSc1nc(C)c(CC(=O)O)c(=O)[nH]1
-6	O=C(Cn1cc(C(=O)C(F)(F)F)c2ccccc21)N1CCCCCC1
-75	Cc1cc(I)ccc1NC(=O)Cn1c([N+](=O)[O-])cnc1C
-2	CCOc1cc(C2NC(=S)NC(C)=C2C(=O)Nc2cc(OC)ccc2OC)ccc1O (stereo not drawn)
-4	FC(F)(F)c1cccc(C2=Nn3c(nnc3-c3ccccc3)SC2)c1
-34	COC(=O)c1cnn2c(C(F)(F)F)cc(-c3ccco3)nc12
-9	COc1cc(C(=O)NC(C)c2nc3ccccc3[nH]2)cc(OC)c1OC (stereo not drawn)
0	COc1ccc(-c2nnn(CC(=O)Nc3ccc(OC(F)(F)F)cc3)n2)cc1
2	CCn1c(-c2ccc(S(=O)(=O)N3CCCCC3)cc2)csc1=Nc1ccccc1OC
-9	Cc1[nH]c2ccccc2c1C(C[N+](=O)[O-])c1ccc(F)cc1 (stereo not drawn)
-5&-3	O=C(CN1C(=O)COc2ccccc21)NCCC1=CCCCC1
4	CCOC(=O)c1cnc2c(cnn2CC)c1NN=C(C)C
-2	Cc1ccc(C(C)C)c(OCC(=O)N2N=C(C3CCCCC3)CC2(O)C(F)(F)F)c1 (stereo not drawn)
-66	CC1CC(C)CN(S(=O)(=O)N2CCCC(C(=O)NCCN3CCCCC3C)C2)C1 (stereo not drawn)
7	CCCNC(=O)Cn1cnc2sc(C(=O)NC(C)CC)c(C)c2c1=O (stereo not drawn)
-3	C=CCOc1ccc(C(=O)n2cc(Br)cn2)cc1
11	c1ccc(-c2nc(N3CCN(c4ccccc4)CC3)nc(-n3ccnc3)n2)cc1
-9	COc1cc(-c2cc(=O)oc(-c3cccc([N+](=O)[O-])c3)n2)cc(OC)c1OC
-4	COc1ccc(OC)c(-n2c(=S)[nH]c3cc(C(=O)NCCC4=CCCCC4)ccc3c2=O)c1
-7	Cc1cc2cc(CCNC(=O)c3ccccc3)c(=O)[nH]c2cc1C
1	CC1(C)N([O-])C(c2cccs2)=C[N+]1=O
-1	Nc1c(C(=O)OCc2ccccc2)sc2nc(-c3cccs3)cc(C(F)(F)F)c12
4	Cc1nc2nc(SCC(=O)NCCc3ccccc3)nn2c(C)c1Cc1ccccc1Cl
-71	COC(=O)COc1ccc(C2C(C(=O)OC)=C(C)NC3=C2C(=O)c2ccccc23)cc1 (stereo not drawn)
-5	O=C(Nc1cc(C(F)(F)F)ccc1Cl)c1ccc(Br)o1
-3	COc1ccccc1C(O)c1nc2ccccc2n1C(C)C (stereo not drawn)
-5	CCOC(=O)CC1(N)CCCCC1
-7	COc1ccccc1N1CCN(CCCCNS(=O)(=O)c2cccc3c(N(C)C)cccc23)CC1
3	CC12CCC(C(=O)N3CCN(C(=O)C45CCC(C)(C(=O)O4)C5(C)C)CC3)(OC1=O)C2(C)C
-5	COC(=O)c1onc(C(=O)c2ccccc2)c1C(=O)OC
-5	CCCOc1cccc(C(=O)O)c1
1	Cn1c(=N)c(S(=O)(=O)c2ccccc2)cc2c(=O)n3ccccc3nc21
-8	COc1ccc(C2C3=C(CC(C)(C)CC3=O)Nc3c2c(=O)[nH]c2nc(C)nn32)cc1 (stereo not drawn)
-12	Cc1ccc(NC(=O)COc2ccc(C34CC5CC(CC(C5)C3)C4)cc2)cc1
-28	COc1ccccc1NC1=CC(=NS(=O)(=O)c2ccc(C(C)(C)C)cc2)c2ccccc2C1=O
-10	CCOC(=O)C1CCN(C(=O)c2sc3ncn(CC(=O)N4CCCCC4)c(=O)c3c2C)CC1
2	Cc1ccc2nsnc2c1S(=O)(=O)NCc1ccc(S(N)(=O)=O)cc1
-13	CC(=O)Nc1ccc(OC(C)C)cc1
7	CCC(C)(C)n1nnnc1C(c1ccc2ncccc2c1)N1CCN(Cc2ccc3c(c2)OCO3)CC1 (stereo not drawn)

# (further entries)
14-3-3 PPI	mol
0	CCOc1ccc(NC(=O)CSC2=C(C#N)C(c3ccc4c(c3)OCO4)CC(=O)N2)cc1 (stereo not drawn)
-9	Cc1ccc(S(=O)(=O)N2CCN(S(=O)(=O)c3ccccc3[N+](=O)[O-])CC2)cc1
-10	COC(=O)c1c(NC(=O)c2ccc(Cl)cc2)sc(C)c1C
-7	O=C(NCc1ccc(F)cc1)C1C2C=CC3(CN(Cc4ccccc4)C(=O)C13)O2 (stereo not drawn)
-5	O=S(=O)(N1CCOCC1)n1c(Cc2ccccc2)nc2ccccc21
-19	O=[N+]([O-])c1ccc(N2CCN(c3ccccn3)CC2)s1
-4	CC1CCCCC1NC(=O)C1CCN(c2nc3ccccc3o2)CC1 (stereo not drawn)
-9	COc1cc2[nH]c(=O)n(CCCC(=O)NCc3ccc(Cl)cc3)c(=O)c2cc1OC
-1	O=C(O)c1ccccc1NCc1ccncc1
-11	CC12CC(=O)C(C)(C1)C1C(=O)N(c3ccccc3Cl)C(=O)C12 (stereo not drawn)
-1	CC(C)OCCCNC(=O)c1ccc2c(c1)NC(=O)C(N1CCOCC1)S2 (stereo not drawn)
-12	Cn1cccc1C1(C(F)(F)F)NCCNC1=O (stereo not drawn)
-10	CC(=O)c1cccc(NC(=O)N2CCCC2C(=O)NCc2ccc(F)cc2)c1 (stereo not drawn)
-2	COc1ccccc1C1/C(=C(/O)c2cnn(-c3ccccc3)c2C)C(=O)C(=O)N1CCN(C)C (stereo not drawn)
1&-12	CCOc1ccc(C(=O)Nc2cc(C)on2)cc1OCC
0	CC(C)OCCCNC(=O)c1cccs1
3	N#Cc1c(C(F)(F)F)cc(C2CC2)[nH]c1=O
5	O=C(OCN1C(=O)c2ccccc2C1=O)c1cccs1
0	COC(=O)[C@H](CCSC)NC(=O)NCc1ccccn1
-5	O=C(Oc1ccc(Br)cc1)c1cc2ccccc2o1
2	CCOC(=O)N1CCN(C(c2ccc(C(C)C)cc2)c2sc3nc(C)nn3c2O)CC1 (stereo not drawn)
-2	CC1=C(C(=O)OCC2CCCO2)C(c2ccc(-c3ccccc3)cc2)C2=C(CCCC2=O)N1 (stereo not drawn)
2&3	CCOc1ccccc1-n1c(SCC(N)=O)nnc1-c1cccnc1
1	O=C(O)c1ccc(NC(=O)C2CCCCC2)cc1
2	O=C(C1CC(c2ccc(F)cc2)=NO1)N1CCc2ccccc2C1 (stereo not drawn)
0	CCOc1ccc(-n2c(=O)c3sccc3n(CC(=O)N(CC)Cc3ccccc3)c2=O)cc1
-3	Cc1nc2ccc(S(=O)(=O)NCC(=O)NCCN3CCCCC3C)cc2s1 (stereo not drawn)
-10	CN(C)CCn1c(SCC(N)=O)nc2c(sc3ccccc32)c1=O
2	CC(=O)Oc1ccc2ccccc2c1C=Nc1ccc(Br)cc1C
-4	COCC(=O)NC1CCN(C(=O)Nc2ccc(Br)cc2)CC1
2	CCOC(=O)C1=C(C)NC2=C(C(=O)CCC2)C1c1coc2ccc(Cl)cc2c1=O (stereo not drawn)
-1	CC(C)n1ncc(C(N)=O)c1N
1	COc1cccc2c1OC1(C)C(C(=O)N(C)C)C2NC(=S)N1c1ccc(F)cc1 (stereo not drawn)
-3	O=[N+]([O-])c1ccc(N2CCCCC2)cn1
-10	CC1CCN(c2nc(-c3ccco3)c3c(c2C#N)CC(C)(C)OC3)CC1
-3	CCc1nnc(NC(=O)CSc2nnc(-c3ccco3)n2C)s1
-8	Cc1ccc(CSC2=NCCN2C(=O)c2ccc(Br)cc2)cc1
-8	CC1(C)CC(=O)c2cc(OCC(=O)NC3CCCC3)ccc2O1
-7	CCOC(=O)c1ccccc1NC(=O)c1cc(-c2ccc(Cl)s2)nc2ccccc12
-16	Cc1ccccc1Nc1nc(NCc2ccco2)c2ccccc2n1
-2	COc1cccc(C(=O)N2CCN(c3ccc([N+](=O)[O-])c(NC4CC4)c3)CC2)c1
-1	CCOc1ccc(C(=O)Nc2ccncc2)cc1
-7	CCCSc1nc2sc3c(c2c(=O)n1-c1ccccc1)CC(C)(C)OC3
-8	Cc1ccc(-n2nnnc2SCc2nnc(-c3ccccc3Br)o2)c(C)c1
-2	O=C1CN(C(=O)c2ccc(S(=O)(=O)N3CCCC3)cc2)C(c2ccc(F)cc2)c2cc(F)ccc2N1 (stereo not drawn)
-22	O=C(NCc1cccnc1)c1ccc2c(=O)n(-c3ccccc3)c(=S)[nH]c2c1
1	CC(=O)c1cc2c(cc1NC(=O)CN1CCN(c3ccc(F)cc3)CC1)OCO2
30	Cc1cc(Br)c(O)c(C=NCCNC(=O)c2nonc2N)c1
-13	COc1ccc(CN2C(=O)C3C(c4ccccc4)OC4(C(=O)c5ccccc5C4=O)C3C2=O)cc1 (stereo not drawn)
2	CCOC(=O)c1ccc(OC)c(S(=O)(=O)N2CCOCC2)c1
-8	CCOC(=O)c1c(C(C#N)C#N)cc(C)nc1C
-5	O=C(Nc1ccc(S(=O)(=O)N2CCCCC2)cc1)c1ccco1
6	CCn1cc(Br)c(C(=O)N(C)Cc2ccccc2)n1
-41	COc1ccc(Cl)cc1NC(=O)CSc1n[nH]c(C)c1[N+](=O)[O-]
-5	O=c1[nH]c(=O)n([C@H]2C[C@H](O)[C@@H](CO)O2)cc1F
-3	O=C(Nc1ccc(O)c(-c2nc3ccccc3s2)c1)c1ccccc1Oc1ccccc1
6	COc1ccc(C2=NC(c3ccc(OC)c(OC)c3)NC(c3ccccc3O)C2)cc1 (stereo not drawn)
3	Cc1ccc(OCc2nc3ccccc3n2Cc2ccc(F)cc2)cc1
-59	COc1cc(C(=O)NCc2ccc(-c3nc4ccccc4o3)cc2)cc(OC)c1OC
2	Cc1[nH]c2ccc(Br)cc2c(=O)c1CN1CCCCC1

# Sorted by the number under 14-3-3 PPI (descending): three from the list above.
14-3-3 PPI	mol
30	Cc1cc(Br)c(O)c(C=NCCNC(=O)c2nonc2N)c1
6	CCn1cc(Br)c(C(=O)N(C)Cc2ccccc2)n1
3	Cc1ccc(OCc2nc3ccccc3n2Cc2ccc(F)cc2)cc1

# Additional structures.
14-3-3 PPI	mol
-43	COc1cccc(C2Sc3ccccc3NC3=C2C(=O)c2ccccc23)c1 (stereo not drawn)
-149	CCN1C(=Cc2ccc3ccccc3[n+]2CC)Sc2cc(NC(C)=O)ccc21
-22	O=c1c2c(nc3cc(-c4ccc(Cl)cc4)[nH]n13)CCC2
-8	O=C(Nc1nc2ccccc2c2nc3ccccc3n12)c1ccc(Cl)cc1
